Bioassay records: PubChem, several laboratories
CHOP inhibitor: inhibitors of CHOP promoter induction, primary screen, cell-based, unfolded protein response, luciferase reporter; CHO-K1 CHOP-promoter luciferase, tunicamycin-induced, 15-18 h; inhibition, % at 10 µM; 220,000 compounds, 3.8% hits; AID 2732, 2010;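 active = compounds that reduced the stress-induced luciferase reporter signal by more than about 70% of percent inhibition, limit read from the data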;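 also: 0% = tunicamycin plus vehicle and 100% = wells without tunicamycin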
NPY Y1 blocker: NPY-Y1 receptor antagonists, primary screen, cell-based | Neuropeptide Y receptor type 1 (Homo sapiens), P25929 | HEK293-CNG Y1 cells, membrane potential fluorescence; NPY at EC95, then isoproterenol | inhibition, % at 3.6 µM | 200,000 compounds, 1% hits | AID 1040, 2008;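 active = inhibition above the campaign mean inhibition of all tested compounds plus 3 SD, cut at about 20% in these data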;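 also: 0% = DMSO wells given NPY plus isoproterenol and 100% = isoproterenol alone without NPY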
Target sequence (P25929 whole entry, looked up): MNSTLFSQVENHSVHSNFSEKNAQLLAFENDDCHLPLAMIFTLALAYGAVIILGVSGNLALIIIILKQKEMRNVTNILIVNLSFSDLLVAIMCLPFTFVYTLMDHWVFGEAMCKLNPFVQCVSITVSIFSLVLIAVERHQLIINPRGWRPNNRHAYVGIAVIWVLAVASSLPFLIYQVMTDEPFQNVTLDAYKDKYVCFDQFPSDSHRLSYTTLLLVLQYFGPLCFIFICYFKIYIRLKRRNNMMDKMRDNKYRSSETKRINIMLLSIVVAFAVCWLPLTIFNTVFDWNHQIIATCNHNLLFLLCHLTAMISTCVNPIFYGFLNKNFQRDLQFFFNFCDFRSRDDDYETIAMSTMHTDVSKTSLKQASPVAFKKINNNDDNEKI
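Benchmarks – high control isoproterenol alone, low control NPY with isoproterenol · Material – HEK293 Y1/CNG channel cell line · Times – dye 3 h, compound 60 min room temperature, stimulation 45 min · Probe or stimulus – NPY (25 nM), isoproterenol (1 µM), Ro 20-1724 (25 µM) · Evaluation – % inhibition of NPY effect · Signal – fluorescence, membrane potential probe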
TRPN1 ag: zebrafish TRPN1 channel agonists, primary screen, cell-based, HEK293, calcium fluorescence. HEK293 zebrafish TRPN1-YFP, Fluo-8 calcium fluorescence; 100% = response to 87 µM carbachol. AID 1424, 2008. 220,000 compounds, 0.18% hits. activation, % at 3 µM;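 active = activation above its plate's cutoff, the mean activation of test wells on that plate plus 3 SD, cut at about 19% in these data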;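 also: 0% = DMSO alone and 100% = 87 µM carbachol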
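Material – zebrafish TRPN1-YFP in HEK293 cells · Doses – 3 µM single point · Schedule – dye 1 h 37 °C plus 30 min RT · Signal – Fluo-8 calcium fluorescence, excitation 470-495 nm, emission 515-575 nm · Read-out – % activation versus carbachol response · Control set – carbachol high, DMSO low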
NPY-Y1 PAM-ag: NPY-Y1 receptor potentiators or agonists, primary screen, cell-based; 220,000 compounds, 0.37% hits; AID 1304, 2008; NPY-Y1 expressing cells, potentiator/agonist activation; activation, % at 3.6 µM; in the data active = activation above about 33%, passing the limit was not always enough;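 also: cells stimulated with NPY at EC10 then isoproterenol at EC100; 0% = low agonist plus stimulus and 100% = saturating agonist plus stimulus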
14-3-3 Bad PPI: inhibitors of 14-3-3 zeta/Bad binding, primary screen, biochemical, TR-FRET, bovine 14-3-3 zeta; 220,000 compounds, 0.71% hits; TR-FRET 14-3-3zeta/Dy647-pBad peptide displacement, 1 h; inhibition, % at 21.7 µM;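 active = inhibition above about 70%, limit read from the data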;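 also: 0% = full 14-3-3 plus peptide FRET controls and 100% = background without 14-3-3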
EP2 antag: human EP2 receptor antagonists, primary screen, TR-FRET cAMP, C6 glioma cells. Prostaglandin E2 receptor EP2 subtype (Homo sapiens), P43116. C6 glioma cells expressing human EP2; cells stimulated with saturating PGE2. inhibition, % at 25 µM. 260,000 compounds, 0.52% hits. AID 1422, 2008;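 active = percent inhibition above 40 after rounding to a whole number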;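 also: rat C6 glioma host cells with rolipram phosphodiesterase inhibitor present; the protocol text gives 20 µM as final concentration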
TRPML3 agonist: human TRPML3 channel agonists, primary screen, cell-based, HEK293 TRPML3-YFP, Fluo-8 calcium fluorescence, 3 µM | Mucolipin-3 (Homo sapiens), Q8TDD5 | 100% = the carbachol control signal | activation, % at 3 µM | 220,000 compounds, 0.29% hits | AID 1448, 2008;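 active = activation above its plate's cutoff, the mean activation of the plate's test wells plus 3 SD, cut at about 12% in these data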;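 also: 0% = DMSO only wells and 100% = carbachol wells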
Target sequence (Q8TDD5 whole entry, looked up): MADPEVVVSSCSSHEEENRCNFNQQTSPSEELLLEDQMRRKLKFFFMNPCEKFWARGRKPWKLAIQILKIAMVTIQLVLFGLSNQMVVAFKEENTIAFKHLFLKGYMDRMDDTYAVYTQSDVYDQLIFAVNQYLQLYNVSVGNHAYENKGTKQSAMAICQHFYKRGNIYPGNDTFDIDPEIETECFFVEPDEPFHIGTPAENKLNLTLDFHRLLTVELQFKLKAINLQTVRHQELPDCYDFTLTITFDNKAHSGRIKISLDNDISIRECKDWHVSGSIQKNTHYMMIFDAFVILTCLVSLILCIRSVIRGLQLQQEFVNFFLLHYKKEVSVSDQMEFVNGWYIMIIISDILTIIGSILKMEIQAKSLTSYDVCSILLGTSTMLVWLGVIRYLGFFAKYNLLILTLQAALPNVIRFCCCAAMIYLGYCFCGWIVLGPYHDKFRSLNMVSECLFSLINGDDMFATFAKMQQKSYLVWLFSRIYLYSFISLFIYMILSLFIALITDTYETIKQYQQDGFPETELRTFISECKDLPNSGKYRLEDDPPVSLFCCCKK
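Test system – HEK293 line with stable expression of human TRPML3-YFP channel · Control set – carbachol 87 µM final as high control (100%), DMSO as low control (0%) · Signal – Fluo-8 calcium dye fluorescence, ex 470-495, em 515-575 nm · Incubation – 1-h 37 °C dye load, 5-s basal, 120-s post-compound reads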
EP2 modulator: EP2 receptor modulators, cAMP readout, primary screen, cell-based, HTRF cAMP, PGE2 stimulation; EP2-expressing cells, cAMP HTRF FRET, PGE2 co-stimulation; induction, % at 25 µM; 260,000 compounds, 0.83% hits;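 active = compounds whose cAMP rise, as percent of the full-agonist control response, exceeds 60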;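 also: rat C6 glioma line stably carrying human EP2 under a CMV promoter; the protocol text gives 20 µM as final concentration; 100% = response of wells given 1 µM PGE2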
PPC-1+TRAIL kill: compounds killing PPC-1 cancer cells with TRAIL present, primary screen, TRAIL potentiator project, ATPLite luminescence, uHTS; AID 1443, 2008; PPC-1 cells + TRAIL, ATPLite viability luminescence; cell killing (% activity), % at 4 µM; 220,000 compounds, 0.41% hits;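 active = cell killing above 50% in the first pass at 4 µM, then a duplicate retest at 5 µM averaging 50% or more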;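 also: plate controls were cells with TRAIL plus DMSO for no effect and medium-only wells lacking cells for full effect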
An asterisk follows results filed as active; · = not tested or not shown; & = joins results of further samples; [ ] = dose if it differs, or a comment. This is a subset (hit frequency here may not be typical).

SMILES	CHOP inhibitor	NPY Y1 blocker	TRPN1 ag	NPY-Y1 PAM-ag	14-3-3 Bad PPI	EP2 antag	TRPML3 agonist	EP2 modulator	PPC-1+TRAIL kill
O=C(NCc1ccc(F)cc1)c1ccc(CS(=O)(=O)Cc2ccccc2F)o1	-17	-7	5.0	32	-9	13	2.4	-4	25
O=C(NC(Cc1ccccc1)C(=O)OCC(=O)N1CCc2ccccc21)c1ccco1 (configuration not stated)	50	3	0.0	-9	-6	11	-0.4	52	8
Cc1cc(C2C(C#N)=C(N)OC3=C2C(=O)CCC3)c(C)s1 (configuration not stated)	15	-3	-0.2	0	-11	14&20	0.2	13&21	-12
O=C(NCCSCc1ccco1)c1ccc(CN2CCOCC2)cc1	-40	-1	4.0	-12	2	7	1.7	12	42
Cc1ccc(-c2nnc(SCc3nc4ccccc4[nH]3)n2Cc2ccco2)cc1	24	1	0.7	22	-5[fluorescence artefact?]	·	-1.2	12	13
O=C(O)CCNc1ccc(Cl)cc1	0	·	1.6	-12	-4	7	0.7	3	12
CCCn1c(SCC(=O)c2cc(OC)ccc2OC)nc2c1c(=O)n(C)c(=O)n2C	·	1	0.0	-3	·	·	0.2	·	-7
N#Cc1c(NC(=O)Cn2c(=O)oc3ccccc32)oc(-c2ccccc2)c1-c1ccccc1	-19	6	0.4	3	4	24	0.0	-11	12
Cn1c(Cc2ccc3c(c2)OCO3)nnc1SCC(=O)N1CCc2ccccc2C1	28	-5	-0.6	10	7	9&11	0.2	-5&-15	6
CC(=NC1CC1)c1c(-c2ccccc2)[nH]n(-c2nc3ccccc3s2)c1=O	37	-3	0.2	15	-8	8	0.1	-1	17
O=C(CSc1n[nH]c(=O)[nH]c1=O)N/N=C/c1ccccc1O	9	-4	0.5	4	-14	11	-0.5	29	0
Cc1ccc(-n2nc(C(=O)N3CCOCC3)cc2-c2ccc(Cl)cc2)cc1	46	4	-1.5	-14	-13	8	-0.5	53	8
COCCn1c(SCC(=O)Nc2cccc(C(=O)OC)c2)nc2ccccc2c1=O	-16	-3	0.2	-1	12[fluorescence artefact?]	14	0.2	-26	-2
CC1(C)S[C@@H]2[C@H](NC(=O)[C@H](N)c3ccccc3)C(=O)N2[C@H]1C(=O)O	12&16	4&-6	-0.6&1.2	-9&-2	-10&10	7&17&14	1.1&0.2	10&2&27	7
Cc1coc2c1c(C)cc1oc(=O)c(Cc3ccccc3)c(C)c12	-1	-3	0.7	23	-3	3	0.1	19	31
CC(O)c1ccc(-n2cnnn2)cc1 (configuration not stated)	-4	0	1.4	10	-3	6	0.8	30	2
COc1ccc(-c2nc(SC(CC(=O)NCCN3CCOCC3)c3cccs3)n[nH]2)cc1 (configuration not stated)	15	-3	-1.0	16	-11	14	0.8	8	10
CCOC(=O)c1cc2c(=O)n3ccccc3nc2n(Cc2ccco2)c1=NC(=O)c1ccccc1OCC	8	6	0.2	7	25	12	0.8	32	1
CCOc1ccc(OCC(=O)Nc2ccc(OC)cc2[N+](=O)[O-])cc1	18	3	0.5	10	-5	4	0.2	8	24
Cc1ccccc1NC(=O)COC(=O)c1cccnc1	-15	3	0.6	3	-9	4	-0.4	19	12
CC(C)CCN(C(=S)Nc1cccc(C(F)(F)F)c1)C(C)c1ccccn1 (configuration not stated)	28	·	1.5	-9	-4	3	0.3	13	16
CCOc1cccc2sc(N(CCN(C)C)C(=O)c3ccc(Br)s3)nc12	18	-14	0.0	23	-2	8	-0.7	-9	26
Cc1ccc2c(c1)c(C)c(C)n2CC(O)Cn1nc(C)cc1C (configuration not stated)	44	0	-0.3	12	-9	13	1.0	-30	9
Cc1cc(C)cc(NC(=O)/C(C#N)=C/c2cn(CC(=O)NCc3ccco3)c3ccccc23)c1	106*	5	0.7	4	8	12	0.8	15	50*
O=C(Nc1cc(N2CCOCC2)ncn1)NC1(C(F)(F)F)Oc2ccc(Cl)cc2O1 (configuration not stated)	·	-6	-0.1	-5	0	10	0.3	4	11

Carrying on:
SMILES	CHOP inhibitor	NPY Y1 blocker	TRPN1 ag	NPY-Y1 PAM-ag	14-3-3 Bad PPI	EP2 antag	TRPML3 agonist	EP2 modulator	PPC-1+TRAIL kill
Cc1ccc(C)c(S(=O)(=O)NCc2ccc(C(=O)N3CCN(C)CC3)cc2)c1	-18	1	0.5	5	4	5	0.9	20	-2
O=C(Nc1cccnc1)c1ccc(COCC(F)(F)F)cc1	4	0	2.6	0	-4	1	0.3	2	16
O=C(CSc1nnc(Cc2ccccc2)n1Cc1ccccc1)NCc1ccco1	5	7	1.4	-1	-10	24	0.5	27	18
COc1ccc(S(=O)(=O)Nc2ccc(O)c3ccccc23)cc1	-7	-7	-1.0	-19	2[fluorescence artefact?]	27	0.1	-38	16[5 µM]
Cc1nc(NNC(=O)c2ccccc2)cc(-c2ccccc2)n1	40	2	-0.9	12	-9[fluorescence artefact?]	20	0.4	-5	7
O=C(CSc1cccs1)Nc1ccc2ccccc2c1	23	-4	-0.5	-33	42	2	-1.1	-32	19
CCN(CC(=O)NCc1ccc(F)cc1)c1ccc(S(C)(=O)=O)cc1[N+](=O)[O-]	17	-1	0.3	6	-7	4	-0.3	-14	11
O=C(CCCOc1ccccc1)N1CCN(c2ccccc2)CC1	-37	8	1.0	-16	6	9	-0.1	-58	7
CC(=O)NCC(=O)OCC(=O)c1ccccc1	23	-4	0.6	-10	-2	11	1.1	10	-14
CCOc1ccc(NC(=S)Nc2cccnc2)cc1	6	-1	0.1	4	-7	3	0.4	-21	24
O=C(CNC(=S)N(Cc1ccccc1)Cc1cccnc1)NCCN1CCOCC1	-16	-2	-1.4	10	-5	6	0.8	-13	7
CC1=CC(C)C(/C=N/n2cnnc2)C(C)C1 (configuration not stated)	18	-2	0.2	-19	-11	12	0.7	25	·
COc1ccc(S(=O)(=O)NNC(=O)c2csc(-n3nc(C)cc3C(F)(F)F)n2)cc1OC	-20	5	-0.2	-5	2	8	-0.1	29	4
COC(=O)c1ccc(C)c(N(CCO)CCO)c1	5	1	0.8	9	-7	5	0.8	22	13
COC(=O)c1sccc1NC(=S)N1CCN(C)CC1	9	1	-1.6	-13	-10	6	1.0	-40	11
Clc1ccc(OCc2nnc3n2CCCCC3)c(Cl)c1	14	·	0.1	20	0	9	-1.2	4	17
COc1ccc2[nH]cc(C(=O)CN3CCN(C4CCCCC4)CC3)c2c1	9	-6	-1.0	-31	6	16	0.4	-15	-11
CCn1c(SCC(=O)Nc2sc3c(c2C#N)CCCC3)nnc1-c1ccncc1	2	-5	0.3	9	-10[fluorescence artefact?]	4	0.2	-2	-5
CN1C(=O)/C(=N/OC(=O)c2ccccc2)c2ccccc21	-17	-1	-0.4	-17	6	8	0.3	32	23
CCCCCCNC(=O)C(=O)NCCc1ccc(Cl)cc1	9	-5	-0.6	-3	-6	6	0.5	17	10
CC(=O)Nc1ccc(S(=O)(=O)n2cnc3ccccc32)cc1	24	-3	-1.1	2	44	5	0.3	-3	-34
O=c1[nH]sc2ccccc12	97*	4	2.7	-6	1	7	2.6	-104	26
Cc1cc(C)n(Cc2ccc(Cl)nc2)n1	0	-1	2.1	0	-1	5	0.1	5	4
CCOc1ccccc1N1CC(O)=C(c2nc3ccccc3s2)C1=N	·	12	2.0	-24	-9	19	0.3	-24	14
CCOC(=O)c1ccc(S(=O)(=O)NCC(c2ccc(N(C)C)cc2)c2c[nH]c3ccccc23)cc1 (configuration not stated)	67	12	-0.1	-9	-8[fluorescence artefact?]	2	0.7	59	-3

More compounds follow.
SMILES	CHOP inhibitor	NPY Y1 blocker	TRPN1 ag	NPY-Y1 PAM-ag	14-3-3 Bad PPI	EP2 antag	TRPML3 agonist	EP2 modulator	PPC-1+TRAIL kill
COc1ccc(O)c(CN2CCN(CCc3ccccc3)C(CCO)C2)c1 (configuration not stated)	22	12	-0.1	-19	-16	3	0.5	-5	9
Cc1nn(CCC(=O)O)c2nc(-c3cccnc3)cc(C(F)(F)F)c12	18	0	0.5	-4	73*	8	0.1	34	12
COc1cc(/C=C/C(=O)OCC(=O)NCCc2ccccc2)cc(OC)c1OC	18	4	1.4	-23	10	5	1.0	-37	-9
CC12CC(NC(=O)N1c1cccc(C(=O)N3CCN(c4ccccc4)CC3)c1)c1ccccc1O2 (configuration not stated)	0	-1	0.8	8	63[fluorescence artefact?]	5	0.8	-25	26
CCCCOc1ccc(-c2cnc3ccccc3n2)cc1	7	6	0.1	-23	-22	18	0.4	28	3
CCc1nn2cc(C(=O)c3cc(C)ccc3O)cnc2c1-c1ccc(F)cc1	19	4	2.3	0	-1[fluorescence artefact?]	7	0.9	-19	-3
CCOC(=O)/C=C1\NC(C)(C)Cc2cc(OC)c(OC)cc21	19	-3	0.1	4	2	1	-0.1	28	-21
CCN1CCN(C(=O)CCN2C(=O)COc3ccc(C)cc32)CC1	6	2	0.8	36	-6	8	0.8	24	6
CCn1c(CCNC(=O)c2cccs2)nnc1SCC(=O)c1ccc(OC)cc1	·	-1	-0.9	-8	·	6	-0.5	·	·
COc1nc(N2CCOCC2)nc(-n2cccc2)n1	-1	8	-1.2	3	-6[fluorescence artefact?]	4	-0.2	10	-10
CC(C)C[C@@H](CSc1ccc(Br)cc1)N1CCN(CC(C)C)CCC1=O	15	·	·	·	-6	14	·	24	-1
O=C(c1cc(=O)[nH]c2ccccc12)N1CCc2ccccc2C1	-7	-2	1.2	17	-12	3	1.1	30	-6
O=C(CCc1nc2ccccc2[nH]c1=O)OCC(=O)c1cccc2ccccc12	6	-1	-0.7	15	-2	29	0.7	3	2
Cc1ccc([N+](=O)[O-])cc1-c1ccc(/C=N/NC(=O)CN2CCOCC2)o1	21	·	2.1	8	4	8	0.8	-24	17
CC(C)CNC(=S)NNC(=O)CC(C)O (configuration not stated)	4	-1	0.8	1	-13	2	0.2	12	7

Of the compounds above, these have bromine:
SMILES	CHOP inhibitor	NPY Y1 blocker	TRPN1 ag	NPY-Y1 PAM-ag	14-3-3 Bad PPI	EP2 antag	TRPML3 agonist	EP2 modulator	PPC-1+TRAIL kill
CCOc1cccc2sc(N(CCN(C)C)C(=O)c3ccc(Br)s3)nc12	18	-14	0.0	23	-2	8	-0.7	-9	26
CC(C)C[C@@H](CSc1ccc(Br)cc1)N1CCN(CC(C)C)CCC1=O	15	·	·	·	-6	14	·	24	-1
